Compound activity: PubChem BioAssay, several laboratories
Dynein cargo inh = inhibitors of GR-EGFP nuclear translocation, primary screen, dynein cargo transport inhibitor project, imaging, high-content, 3617.4 mouse cells; z-score, hits read low; AID 1381, 2008; 220,000 compounds, 0.47% hits; test concentration mostly 20 µM; stimulated with dexamethasone, 1 µM; active compounds read low;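 active = plate z-score of nuclear minus cytoplasmic receptor signal below a set negative limit, without overly bright fluorescence or cell loss, cut at about -3.5 in these data, passing the limit was not always enough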;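 also: z-score of nuclear minus cytoplasmic ring GR-EGFP intensity difference per well; some compounds called inactive have numbers as strong as hits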
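medium = tetracycline-free induction medium containing charcoal-stripped FBS | probe or stimulus = dexamethasone, 1.0 µM final | timing = 48 h induction, then 1 h compound, then 30 min agonist, 37 °C | detection = automated 10x imaging of fixed Hoechst-stained cells | read-out basis = nuclear versus cytoplasmic GR-EGFP signal, averaged per well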
LYP inhibition = inhibitors of LYP phosphatase, biochemical, fluorescence intensity, uHTS (AID 1779); recombinant LYP phosphatase, fluorescence intensity; higher % means a stronger effect; inhibition, % at 11.5 µM; hits with a dose series show IC50 in µM; 290,000 compounds, 0.054% hits;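 also: plate controls were vehicle with enzyme for no effect and no enzyme for full effect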
AID2073 = inhibitors of Mint1-CaV2.2 protein interaction, biochemical, HTRF (AID 2073); Voltage-dependent N-type calcium channel subunit alpha-1B (Homo sapiens); HTRF protein-protein interaction, Mint1-CaV2.2; higher % means a stronger effect; inhibition, % at 20 µM, or IC50 in µM where a hit was titrated; 290,000 compounds, 0.19% hits; in the data active = inhibition mostly above about 51%, no sharp cut-off; also: some results filed as inactive read as strong as hits
XIAP displacement = XIAP antagonists, biochemical, IAP family, fluorescence polarization (AID 1018); 200,000 compounds, 0.007% hits; XIAP BIR domain, fluorescence polarization peptide displacement; higher % means a stronger effect; one-dose displacement, % at 20 µM; IC50 in µM for titrated hits; E3 ubiquitin-protein ligase XIAP (Homo sapiens); in the data active = displacement above about 50%; also: a part of the inactive calls stands beside numbers as strong as those of hits
M1AAP inhibition = P. falciparum M1AAP inhibitors, biochemical, fluorogenic H-Leu-NHMec substrate, 1536-well (AID 1445); recombinant M1AAP, H-Leu-NHMec fluorogenic kinetic assay; higher % means a stronger effect; inhibition, % at 30 µM; hits with a dose series show IC50 in µM; 220,000 compounds, 0.42% hits;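 active = primary inhibition above the hit cutoff, then over 50% inhibition at one or more dose response concentrations, cut at about 23% in these data, passing the limit was not always enough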;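 also: plate controls were DMSO full reaction for no effect and no enzyme background for full effect; strong numbers were not always called active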
SIAH1 antagonists = Siah-1 peptide-binding antagonists, primary screen, biochemical, fluorescence polarization, rhodamine-plectin, uHTS (AID 1817) | Siah-1 / rhodamine-plectin peptide fluorescence polarization; higher % means a stronger effect | 290,000 compounds, 0.02% hits | displacement, % at 20 µM; hits with a dose series show IC50 in µM;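 active = displacement of at least 50% at 20 µM, with a fluorescence ratio check between 0.3 and a set limit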;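 also: plate controls were Siah plus tracer with DMSO for no effect and tracer alone without Siah for full effect; strong numbers were not always called active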
human PMI inhibitors = human PMI inhibitors, high substrate, primary screen, biochemical, fluorescence intensity, high mannose 6-phosphate (AID 1220); recombinant PMI enzyme, coupled fluorescence intensity; higher % means a stronger effect; inhibition, % at 20 µM, or IC50 in µM where a hit was titrated; 190,000 compounds, 0.66% hits; Mannose-6-phosphate isomerase (Homo sapiens)
human PMI inhibition = inhibitors of human PMI, primary screen, biochemical, fluorescence intensity, coupled assay (AID 1209). Mannose-6-phosphate isomerase (Homo sapiens). 190,000 compounds, 0.42% hits. inhibition, % at 20 µM, or IC50 in µM where a hit was titrated. purified PMI enzyme, coupled fluorescence intensity; higher % means a stronger effect;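 also: plate controls were DMSO vehicle for no effect and wells lacking substrate for full effect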
P. falciparum M17LAP = P. falciparum M17LAP inhibitors, primary screen, biochemical, fluorogenic H-Leu-NHMec substrate, 1536-well (AID 1619); Leucine aminopeptidase (Plasmodium falciparum (isolate 3D7)); recombinant M17LAP, H-Leu-NHMec fluorogenic kinetic assay; higher % means a stronger effect; inhibition, % at 30 µM, or IC50 in µM where a hit was titrated; 220,000 compounds, 0.38% hits;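 active = compound inhibiting the enzyme by more than half at any dose during confirmatory dose-response retesting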;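 also: plate controls were full reaction with DMSO carrier for no effect and no enzyme background for full effect; strong numbers were not always called active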
Dynein cargo inh cytoplasmic EGFP = second read-out of Dynein cargo inh, no call of its own (marks repeat the call); z-score; measured here: cytoplasmic GR-EGFP intensity; active compounds read high
Dynein cargo inh nuclear GR-EGFP = further read-out of Dynein cargo inh, marked with its call; z-score; measured here: nuclear GR-EGFP intensity;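 lower value marks the stronger effect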
Dynein cargo inh cell count = recorded beside Dynein cargo inh, whose call it bears; z-score; measured here: cell count per field
* hit, by the source's call; · = not tested or not shown. Rule as the data show it, unless noted: active = inhibition above about 50%; inactive = the rest.

Order of results: Dynein cargo inh | Dynein cargo inh cytoplasmic EGFP | Dynein cargo inh nuclear GR-EGFP | Dynein cargo inh cell count | LYP inhibition | AID2073 | XIAP displacement | M1AAP inhibition | SIAH1 antagonists | human PMI inhibitors | human PMI inhibition | P. falciparum M17LAP
(1) CN(C)C=Nc1ncc2c3ccccc3n(CCN(C)C)c2c1C#N
→ 1.6 | -0.16 | 1.8 | -1.6 | -3% | 6% | -7.6% | 8% | 1% | 18% | 11% | 16%
(2) O=C(COc1ccccc1Cl)NC(=S)Nc1ccc(CN2CCOCC2)cc1
→ -0.87 | -0.32 | -0.6 | 0.74 | -6% | -2% | 0.9% | 7% | -1% | 16% | 17% | -3%
(3) CCOC(=O)C1CCCN(c2cc(C)nc3cc(-c4ccc(Cl)cc4)nn23)C1 (stereo unspecified)
→ -1.1 | -0.21 | -0.39 | -0.71 | 6% | 35% | 1.9% | 2% | 23% | 22% | 23% | 18%
(4) CCCN1C=CC(=CC=C(C#N)C#N)C=C1
→ 0.66 | -0.31 | -0.1 | 1.3 | 9% | -28% | · | 6% | -5% | · | · | 41%
(5) Cc1c(CN2CCC(CO)(Cc3cccc(C(F)(F)F)c3)CC2)c2ccccc2n1C
→ 3.2 | 0.26 | 2 | -1.2 | -8% | 12% | -7.9% | 0% | -1% | -7% | 0% | 1%
(6) CCC(Oc1ccccc1)C(=O)Nc1ccc(-c2nnc(-c3ccco3)o2)cc1 (stereo unspecified)
→ -0.75 | -0.19 | -0.32 | 0.71 | 2% | 11% | -6.6% | 1% | 1% | 14% | 14% | -5%
(7) CC(C)(CO)N1CCN(C(=S)Nc2ccccc2)CC1
→ 0.12 | -0.3 | 0.63 | -0.53 | -5% | -18% | · | 4% | 0% | · | · | 1%
(8) O=C(Nc1cccc(S(=O)(=O)N2CCCC2)c1)c1ccc2c(=O)n3c(nc2c1)CCCCC3
→ -0.045 | -0.27 | -0.28 | -0.11 | 4% | -2% | -12% | 2% | 0% | 12% | 13% | 7%
(9) CN1CCN(c2nc3c(c(=O)[nH]c(=O)n3C)n2CCCSc2nnnn2-c2ccccc2)CC1
→ 1.3 | -0.19 | 0.57 | -1.3 | -5% | -7% | -4.8% | 4% | 2% | -2% | -6% | -1%
(10) Cn1c(SCC(=O)NNC(=O)c2ccc(Cl)cc2)nnc1-c1cccnc1
→ 0.8 | -0.15 | 0.33 | -0.11 | -5% | 1% | -7.5% | 7% | 6% | -10% | -5% | 6%
(11) CN1CC2([N+](=O)[O-])CC=C(OCCO)C([N+](=O)[O-])(C1)C2 (stereo unspecified)
→ -0.14 | -0.29 | -0.26 | 0.44 | 3% | 5% | -7.4% | 0% | 1% | -2% | -5% | -11%
(12) N#Cc1nc(COc2ccc(Cl)cc2)oc1N1CCCCCC1
→ -0.76 | -0.23 | -0.25 | 0.0077 | -5% | -2% | -5.7% | 8% | 2% | 13% | 19% | 5%
(13) O=C(C1CCC(Cn2c(=S)[nH]c3ccccc3c2=O)CC1)N1CCOCC1 (stereo unspecified)
→ -0.69 | -0.32 | -0.25 | 0.13 | -6% | -17% | -6.0% | 2% | 1% | 5% | 5% | 1%
(14) Cc1cc(-c2nn(-c3ccccc3F)cc2CN2CCCC(O)C2)c(C)s1 (stereo unspecified)
→ -0.29 | -0.29 | -0.34 | 0.9 | -13% | -3% | 27% | -4% | -4% | -6% | 3% | -3%
(15) CSCCC(NC(=O)c1ccc([N+](=O)[O-])cc1Cl)C(=O)OCC(=O)NC1CCCC(C)C1C (stereo unspecified)
→ 0.5 | -0.29 | -0.16 | -0.58 | 3% | 25% | 0.8% | 1% | -1% | 8% | 2% | -8%
(16) CCCCN(C)C(=O)c1nc2ccccn2c1CN1CCC[C@H]1C(=O)OC
→ -0.98 | -0.044 | -0.39 | 0.8 | -10% | -7% | -6.3% | 0% | -1% | 11% | 10% | 10%
(17) CC(=O)c1ccc(NC(=S)N2CCN(CCN3C(=O)c4cccc5cccc(c45)C3=O)CC2)cc1
→ 1 | -0.27 | 0.8 | -0.51 | -4% | 6% | -4.5% | 8% | 16% | 11% | 11% | -6%
(18) Cc1cc(C)nc(-n2nc(C)cc2NC(=O)c2cccc(S(=O)(=O)N(C)C)c2)n1
→ · | · | · | · | -9% | 1% | -1.1% | · | -2% | 5% | 4% | ·
(19) COC(=O)Cn1ncc2c3ccccc3n(C)c2c1=O
→ -0.35 | 0.066 | 0.19 | 0.24 | -8% | 4% | -4.2% | -3% | 4% | -2% | 4% | -3%
(20) Cc1cc(Cl)c(OCCOCCN2CCC(C)CC2)c(Br)c1
→ -0.24 | -0.23 | -0.57 | 0.2 | -8% | -8% | 3.4% | 2% | 9% | 0% | -7% | -2%

Remaining list, next part
Order of results: Dynein cargo inh | Dynein cargo inh cytoplasmic EGFP | Dynein cargo inh nuclear GR-EGFP | Dynein cargo inh cell count | LYP inhibition | AID2073 | XIAP displacement | M1AAP inhibition | SIAH1 antagonists | human PMI inhibitors | human PMI inhibition | P. falciparum M17LAP
(21) CCOC(=O)c1sc(NC(C)=O)c(C(=O)OCC)c1C
→ 0.78 | -0.14 | 0.85 | -1.1 | -4% | 6% | -6.7% | -5% | -1% | 8% | 11% | 5%
(22) CC1CC(C)(C)CC2(C1)NC(=O)N(CC(=O)NCCc1c[nH]c3ccccc13)C2=O (stereo unspecified)
→ -0.34 | -0.24 | 0.064 | 0.47 | -3% | -4% | -0.5% | 0% | 3% | 2% | 12% | 4%
(23) CN(CC1CCCO1)S(=O)(=O)c1ccc(C(=O)N2CCN(c3ccccc3)CC2)cc1 (stereo unspecified)
→ 2.2 | -0.29 | 1.1 | -0.22 | -2% | -2% | -0.2% | 2% | 23% | 0% | -8% | -6%
(24) c1ccc(-c2ncnc3cc4n(c23)CCC4)cc1
→ 1.4 | -0.25 | 0.37 | -0.66 | 0% | 16% | -2.8% | 2% | -1% | -6% | -8% | -28%
(25) Cn1c(SCC(=O)c2c(N)n(C)c(=O)n(C)c2=O)nnc1-c1ccccc1
→ -0.83 | 3.6 | -0.36 | 0.78 | -8% | -3% | -5.2% | -1% | -1% | -16% | -7% | 9%
(26) CC(C)CCNC(=O)C(C)N(Cc1ccc(F)cc1)C(=O)c1ccc(CN2CCOCC2)o1 (stereo unspecified)
→ -0.78 | -0.17 | -0.55 | -0.11 | -5% | 1% | -7.9% | 2% | 2% | -1% | 5% | 4%
(27) CC(C)n1c(O)c(N=Nc2ccc(Cl)nn2)c2ccccc21
→ -0.99 | 0.95 | -0.22 | 0.83 | -2% | 9% | -1.8% | 7% | -4% | 12% | 8% | 3%
(28) Cc1ccc(N2NC3(CCN(C(N)=O)CC3)NC2=O)cc1
→ 1.7 | -0.27 | 1.3 | -0.79 | -4% | -7% | -6.0% | 0% | 2% | -126% | -59% | 2%
(29) COc1ccc(CCn2c(C)cc3c(c2=O)C(c2ccncc2)C(C#N)=C(N)O3)cc1OC (stereo unspecified)
→ -0.22 | -0.31 | 0.34 | -0.58 | -8% | 5% | 1.8% | 6% | -3% | 7% | 2% | 1%
(30) Cn1c(SCC(=O)Nc2ccccc2)nnc1-c1ccc2nonc2c1
→ 1.6 | -0.24 | 0.66 | -1.3 | -2% | 7% | · | 2% | 3% | · | · | -6%
(31) COc1ccccc1-c1cc(C(=O)N2CCN(c3ccc(F)cc3)CC2)no1
→ -0.8 | -0.2 | -0.24 | 0.62 | -2% | 0% | -2.5% | -3% | 7% | 4% | 13% | 0%
(32) C=CCNC(=S)/N=c1/ccccn1CC
→ -1.1 | -0.21 | 0.22 | 1.1 | 0% | -30% | · | -3% | -1% | · | · | 21%
(33) Cc1ccccc1-n1c(SC2CCOC2=O)nnc1-c1ccncc1 (stereo unspecified)
→ 0.19 | -0.35 | 0.12 | 0.38 | -10% | 8% | -4.2% | 2% | -2% | -8% | 10% | 9%
(34) CCCC(=O)OCC(=O)Nc1cc([N+](=O)[O-])ccc1OC
→ 0.086 | -0.31 | 0.31 | 0.4 | 3% | -2% | -4.7% | 1% | -4% | -12% | -11% | 3%
(35) COc1ccc(CC(=O)OCC(=O)Nc2ncc(Cl)cc2Cl)cc1OC
→ -0.52 | -0.29 | -0.27 | 0.44 | -5% | -1% | -4.8% | 2% | 2% | 4% | 2% | 8%
(36) O=C1c2ccccc2S(=O)(=O)N1Cc1nc2ccccc2s1
→ 0.65 | -0.18 | 0.49 | -0.75 | -2% | 3% | -1.2% | -3% | 1% | -1% | 1% | 0%

Of the compounds above, 5 contain an aryl thioether with sulfur outside any ring:
Order of results: Dynein cargo inh | Dynein cargo inh cytoplasmic EGFP | Dynein cargo inh nuclear GR-EGFP | Dynein cargo inh cell count | LYP inhibition | AID2073 | XIAP displacement | M1AAP inhibition | SIAH1 antagonists | human PMI inhibitors | human PMI inhibition | P. falciparum M17LAP
(9) CN1CCN(c2nc3c(c(=O)[nH]c(=O)n3C)n2CCCSc2nnnn2-c2ccccc2)CC1
→ 1.3 | -0.19 | 0.57 | -1.3 | -5% | -7% | -4.8% | 4% | 2% | -2% | -6% | -1%
(10) Cn1c(SCC(=O)NNC(=O)c2ccc(Cl)cc2)nnc1-c1cccnc1
→ 0.8 | -0.15 | 0.33 | -0.11 | -5% | 1% | -7.5% | 7% | 6% | -10% | -5% | 6%
(25) Cn1c(SCC(=O)c2c(N)n(C)c(=O)n(C)c2=O)nnc1-c1ccccc1
→ -0.83 | 3.6 | -0.36 | 0.78 | -8% | -3% | -5.2% | -1% | -1% | -16% | -7% | 9%
(30) Cn1c(SCC(=O)Nc2ccccc2)nnc1-c1ccc2nonc2c1
→ 1.6 | -0.24 | 0.66 | -1.3 | -2% | 7% | · | 2% | 3% | · | · | -6%
(33) Cc1ccccc1-n1c(SC2CCOC2=O)nnc1-c1ccncc1 (stereo unspecified)
→ 0.19 | -0.35 | 0.12 | 0.38 | -10% | 8% | -4.2% | 2% | -2% | -8% | 10% | 9%
